Bioassay records from PubChem BioAssay.
DAX1 inh-1: inhibitors of human orphan nuclear receptor DAX1 (NR0B1); 340,000 compounds, 0.99% hits; P51843; AID 504766; HEK293 Gal4-DAX1 luciferase reporter, luminescence; inhibition, % at 6.75 µM;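 active = inhibition above the mean over all tested compounds plus 3 SD, cut at about 4.2% in these data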;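 note: 0% = DAX1-transfected cells with DMSO and 100% = empty-vector control cells with DMSO; inhibition shows as a rise in luminescence from relieved DAX1 repression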
SMARCA2 activ: activators of SMARCA2 function; activation, % at 9.1 µM; 370,000 compounds, 1% hits; MG213 cells, MMTV-luciferase reporter, dexamethasone, overnight; in the data active = activation above about 7.8%;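 note: 0% = vehicle wells and 100% = reference activator wells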
sPLA2-III inh: Inhibits HGIII-sPLA2 liposome hydrolysis, primary screen. QFRET BODIPY PC-A2 liposome hydrolysis, fluorescence. Q9NZ20. 370,000 compounds, 0.56% hits. inhibition, % at 12.2 µM;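 active = inhibition above mean plus 3 SD of compounds lying within the high and low control bounds, cut at about 19% in these data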;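 note: 0% = median of test compound wells and 100% = no enzyme DMSO wells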
FXN GAA850 act: frataxin GAA850 promoter activation | HEK293 lucGAA850 FXN promoter luciferase reporter, 24 h; percent of 10 µM SAHA response | activation, % at 6 µM | 360,000 compounds, 0.56% hits | AID 540364;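 active = activation above the average of all compounds screened plus 3 SD, cutoff fixed separately per campaign, cut at about 7.5% in these data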;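 note: 0% = DMSO wells and 100% = 10 µM SAHA wells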
hcDAF12 agonist: activators of H. contortus DAF-12 nuclear receptor. 370,000 compounds, 1.4% hits. activation, % at 6.8 µM. HEK293 hcDAF-12 lit1-tk-luc reporter, luminescence; 0% DMSO, 100% Δ7-dafachronic acid;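 active = activation above the mean of all tested compounds plus 3 SD, cut at about 5.5% in these data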;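 note: 100% = response to 3 µM Δ7-dafachronic acid high control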
ssDAF12 agonist: activators of S. stercoralis DAF-12 nuclear receptor | HEK293 ssDAF-12/GRIP1 lit1-tk-luc reporter, luminescence; % of 3 µM dafachronic acid response | activation, % at 6.8 µM | 370,000 compounds, 1% hits;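 active = activation above the mean over all tested compounds plus 3 SD, cut at about 0.9% in these data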;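 note: 0% = DMSO-only wells and 100% = 3 µM delta7-dafachronic acid wells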
GC-B act: GC-B (human) receptor activation; P20594; HEK293-GC-B cells, CNP EC30, cGMP TR-FRET; 0% at EC30 CNP, 100% saturating CNP; activation, % at 10 µM; 370,000 compounds, 0.11% hits; AID 1920062;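 active = activation at 10 µM reaching about 35% in either raw or pattern-adjusted values, limit read from the data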
Target sequence (P20594 whole entry, looked up): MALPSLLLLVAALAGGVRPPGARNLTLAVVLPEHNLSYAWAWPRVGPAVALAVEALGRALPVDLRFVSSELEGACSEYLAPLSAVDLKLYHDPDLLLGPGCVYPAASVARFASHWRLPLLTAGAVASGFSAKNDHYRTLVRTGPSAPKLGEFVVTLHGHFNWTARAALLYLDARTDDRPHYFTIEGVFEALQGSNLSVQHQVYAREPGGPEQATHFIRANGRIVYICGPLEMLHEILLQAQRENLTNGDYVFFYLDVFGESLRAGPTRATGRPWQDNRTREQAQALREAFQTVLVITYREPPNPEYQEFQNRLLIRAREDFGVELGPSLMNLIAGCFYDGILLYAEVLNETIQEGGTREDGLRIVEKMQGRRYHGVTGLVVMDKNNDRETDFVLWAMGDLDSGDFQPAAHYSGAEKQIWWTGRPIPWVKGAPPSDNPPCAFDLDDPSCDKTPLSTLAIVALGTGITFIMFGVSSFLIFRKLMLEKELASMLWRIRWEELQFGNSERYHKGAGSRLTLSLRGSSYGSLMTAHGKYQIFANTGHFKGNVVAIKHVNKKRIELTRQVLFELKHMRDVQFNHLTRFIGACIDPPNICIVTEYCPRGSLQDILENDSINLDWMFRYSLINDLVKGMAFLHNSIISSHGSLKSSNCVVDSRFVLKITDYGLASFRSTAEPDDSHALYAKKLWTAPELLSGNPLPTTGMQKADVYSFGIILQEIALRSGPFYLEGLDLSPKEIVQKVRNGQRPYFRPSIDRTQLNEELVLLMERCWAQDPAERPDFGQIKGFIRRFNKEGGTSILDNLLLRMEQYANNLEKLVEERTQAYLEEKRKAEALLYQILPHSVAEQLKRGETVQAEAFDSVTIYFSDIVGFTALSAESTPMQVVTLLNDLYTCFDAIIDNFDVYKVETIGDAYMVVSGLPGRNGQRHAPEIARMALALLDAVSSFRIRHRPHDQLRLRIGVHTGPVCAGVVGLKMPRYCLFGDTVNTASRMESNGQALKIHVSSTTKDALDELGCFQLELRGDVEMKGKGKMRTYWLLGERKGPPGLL
ADAM10 inh: inhibitors of human ADAM10 | AID 720582 | inhibition, % at 7 µM | 370,000 compounds, 0.62% hits | recombinant ADAM10, EDANS/DABCYL FRET peptide cleavage, 3 h;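 active = inhibition above a per-campaign cutoff equal to the mean of compounds falling between control-based bounds plus 3 SD, cut at about 20% in these data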;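 note: 0% = DMSO wells while the 100% control is not disclosed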
GC-A act: GC-A (human) enzyme activation | HEK293 GC-A cells, cGMP TR-FRET, EC30 ANP; 0% at EC30 ANP, 100% saturating ANP | 370,000 compounds, 0.14% hits | activation, % at 10 µM | P16066 | AID 1671463; in the data active = activation above about 40%
DAX1 inh-2: blocks DAX1 repression of SF-1 activated StAR promoter; inhibition, % at 6.8 µM; AID 652010; HEK293T StAR-luciferase reporter, SF-1/DAX-1 repression relief; 370,000 compounds, 1.1% hits;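 active = inhibition above the mean over all tested compounds plus 3 SD, cut at about 3.6% in these data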;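 note: 0% = DAX-1 cells with DMSO and 100% = cells lacking DAX-1 with DMSO; higher inhibition means more luminescence from relief of DAX-1 repression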
hgDAF12 agonist: hgDAF-12 agonism, primary luciferase screen; 370,000 compounds, 1.8% hits; HEK293 GAL4-hgDAF12 UAS-luciferase reporter, agonist luminescence; normalized to butyrate control; activation, % at 6.8 µM; AID 687014;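 active = activation above a cutoff set at the mean of all screened compounds plus 3 SD, cut at about 10% in these data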;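 note: 0% = DMSO wells and 100% = sodium butyrate wells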
Active calls of the source: *; nt = no result given.

SMILES	DAX1 inh-1	SMARCA2 activ	sPLA2-III inh	FXN GAA850 act	hcDAF12 agonist	ssDAF12 agonist	GC-B act	ADAM10 inh	GC-A act	DAX1 inh-2	hgDAF12 agonist
Cc1ccc(-c2nnn(CC(=O)N(CCCO)C(C(=O)NC3CCCC3)c3ccc(Cl)cc3)n2)o1 (centres undefined)	-1.5	0	-5	0.6	-1.1	-0.6	-1	-3	-9	-0.3	-0.3
CN(C)NC(=S)Nc1cccc(C(F)(F)F)c1	1.3	1	5	1.2	-1.1	-1.0	-3	-8	2	-0.1	2.6
COc1ccc(S(=O)(=O)Nc2c(C)nn(C)c2C)cc1Br	-0.2	-3	0	-0.6	-2.5	-1.8	4	-2	2	-3.3	-1.2
COc1ccc2sc(C)[n+](C)c2c1	0.2	3	0	1.9	-1.8	-0.5	2	-3	8	0.1	-0.7
CCOC(=O)N1CCN(C(=O)c2ccc3c(c2)N=C(C)c2cc(Cl)ccc2S3)CC1	-0.3	-2	-12	-0.5	-2.2	-1.6	8	6	3	-2.6	-3.2
COc1ccc(C(=O)N(CC(=O)NC(C)(C)C)c2ccc3c(c2)OCCO3)cc1OC	1.6	-1	4	1.6	-0.4	-1.2	1	-3	-1	-0.8	-0.9
Cc1sc2ncnc(N3CCC(C(=O)Nc4sc5c(c4C(N)=O)CCC(C)C5)CC3)c2c1C (centres undefined)	-0.5	7	4	-0.6	0.4	-1.8	3	1	-4	3.3	1.2
COc1ccc2sc(N(CCCN(C)C)C(=O)c3ccc(S(=O)(=O)N4CCc5ccccc5C4)cc3)nc2c1	0.2	4	-20	1.9	0.9	-0.9	-2	-3	1	2.3	2.4
N#Cc1ccccc1C[C@H](N)C(=O)NC[C@H]1O[C@@H](n2ccc(N)nc2=O)[C@H](O)[C@@H]1O	0.0	-4	16	0.4	-0.8	-1.6	-1	-15	1	-1.9	3.5
O=C(Nc1ccn(CCCN2CCN(c3ccccc3)CC2)c(=O)n1)OCc1ccccc1	1.1	-1	-11	-1.2	-2.3	-1.4	-7	-6	0	-0.3	0.9
COC(=O)C1(C(C[N+](=O)[O-])c2ccc(C)cc2)C(=O)NCC1c1ccco1 (centres undefined)	nt	0	3	-1.4	-0.7	-2.1	-3	-3	-2	-0.3	-1.0
CC(=O)c1sc(N/N=C2\CC3CC2C(C)C3(C)C)nc1C (centres undefined)	0.1	1	12	2.4	3.2	-0.4	-4	-20	10	2.0	8.8
CCOc1nc2cnccc2n(CC(=O)Nc2ccccc2F)c1=O	0.2	-2	5	-0.4	0.0	-1.1	0	-13	3	-1.3	0.5
Cc1ccc(OCC(=O)NCCNC(=O)c2ccncc2)cc1C	-0.8	1	2	1.3	-1.4	-1.3	-5	-4	4	0.2	0.8
O=C(Nc1cccc(Cl)c1Cl)C1CCCC1	-0.9	-4	1	2.1	0.5	-0.9	2	3	-3	-0.4	0.7
COc1ccc(C2(CNC(=O)CCC(=O)O)CCCC2)cc1	-0.6	-2	13	0.8	-0.7	-0.9	6	-1	4	-0.2	4.4
COc1ccc(C2=NN3C(C2)c2ccccc2OC32C(=O)N(C)c3ccccc32)cc1 (centres undefined)	2.9	5	-7	3.5	12*	2.4*	-8	-33	-7	6.6*	17*
Cc1ccc(C)c(NC(=O)N2CCc3ccccc3C2)c1	1.0	3	1	3.8	-1.4	-1.0	0	-5	0	2.5	1.5
O=c1[nH]cc(S(=O)(=O)N2CCN(c3ccc(F)cc3)CC2)c(=O)[nH]1	0.9	1	-3	1.5	-0.1	-1.2	-3	0	2	0.4	-2.5
COc1ccc(N(CC(=O)Nc2cccc(C)c2C)S(=O)(=O)c2c(C)[nH]c(=O)[nH]c2=O)cc1	0.7	1	-7	1.6	-0.1	-1.4	4	3	1	-0.1	-1.0

Two of these compounds, set out differently.
Results follow in this order: DAX1 inh-1	SMARCA2 activ	sPLA2-III inh	FXN GAA850 act	hcDAF12 agonist	ssDAF12 agonist	GC-B act	ADAM10 inh	GC-A act	DAX1 inh-2	hgDAF12 agonist
O=C(Nc1cccc(Cl)c1Cl)C1CCCC1
→ -0.9	-4	1	2.1	0.5	-0.9	2	3	-3	-0.4	0.7
COc1ccc(N(CC(=O)Nc2cccc(C)c2C)S(=O)(=O)c2c(C)[nH]c(=O)[nH]c2=O)cc1
→ 0.7	1	-7	1.6	-0.1	-1.4	4	3	1	-0.1	-1.0

Further records:
SMILES	DAX1 inh-1	SMARCA2 activ	sPLA2-III inh	FXN GAA850 act	hcDAF12 agonist	ssDAF12 agonist	GC-B act	ADAM10 inh	GC-A act	DAX1 inh-2	hgDAF12 agonist
CN1CCN(C(=O)c2ccc(C(F)(F)F)cc2)CC1	2.2	-1	1	-0.3	-0.5	-1.0	2	0	-2	-0.1	2.1
COc1cc(NC(=O)COC(=O)CNC(=O)C23CC4CC(CC(C4)C2)C3)cc(OC)c1	0.0	1	-6	1.6	0.2	-1.4	-10	1	-7	-0.8	-0.2
Cc1ccc(NC(=O)CSCC(=O)N(C)Cc2c(F)cccc2Cl)cc1	-0.3	-3	-3	-0.5	-1.2	-1.2	1	-3	-1	-0.6	0.5
OCCN1CCCC12CCC(c1ccccc1)CC2 (centres undefined)	nt	-2	2	nt	-0.4	-1.4	-3	0	5	0.3	0.7
O=C(N=Nc1c(O)[nH]c2ccccc12)c1cccs1	1.7	3	-7	7.2	15*	1.9*	-7	1	-1	4.4*	21*
COc1ccc(-c2nc(CC(=O)Nc3cccc(S(=O)(=O)NC4=NCCC4)c3)cs2)cc1	-0.4	-4	3	-0.1	-0.7	-1.6	3	-13	-1	-0.7	0.4
Cc1cccnc1NC(N)=S	1.2	-4	5	0.9	0.1	-0.9	0	2	1	-0.3	1.8
N#CC1(c2nc3ccccc3[nH]2)CC1c1ccc2c(c1)OCO2 (centres undefined)	0.1	-2	-31	-0.1	0.8	-0.4	2	-4	1	0.0	-0.3
CC(OC(=O)C1CC1C)C(=O)Nc1ccc(Cl)cn1 (centres undefined)	-1.3	0	11	-0.1	-0.6	-0.8	1	-11	4	-1.2	1.7
O=C(COC(=O)C1CCC1)Nc1cccc(Cl)c1	0.6	-1	-1	-2.4	-1.1	-1.4	-5	2	1	-1.1	-1.9
CNC(=O)CSc1nnc(-c2ccncc2)n1Cc1ccccc1	-0.2	-2	5	0.8	-1.6	-1.8	-1	-8	5	-0.1	-2.1
O=C(/C=C/NCc1cccnc1)C(F)(F)C(F)(F)F	1.0	6	4	-0.6	0.3	-1.2	4	3	-1	-0.6	1.2
Cc1cc2c(cc(C(=O)N3CCC(C(=O)N4CCCC4)CC3)n2Cc2c(F)cccc2Cl)o1	1.0	0	7	0.1	-1.2	-1.0	-6	-25	1	-0.1	1.6
Cc1ccc(Cc2c(-c3ccc(C#N)cc3)nc3c4ccccc4ccn23)cc1	nt	4	-1	nt	0.8	-0.8	-2	-23	3	-1.5	-2.5
O=[N+]([O-])c1ccc(/C=N/n2c(-c3ccccc3)n[nH]c2=S)cc1	-1.2	0	13	3.5	-3.3	-1.1	-3	-1	-1	-0.3	-5.0
Cc1ccc(NC(=O)CN2C(=O)CNC2=O)cc1	0.2	2	3	-0.8	-1.7	-1.2	5	4	1	0.3	2.0
Oc1c(/C=N/c2ncn[nH]2)ccc2ccccc12	0.1	-1	-2	-2.2	1.9	1.2*	1	-2	5	-0.3	-0.5
O=C1CCCN1c1ccc(Br)cc1	-0.4	1	6	-0.1	-0.7	-1.5	1	4	0	-0.7	-1.8
Cc1cc2c(nc1C)CCCN2S(=O)(=O)c1ccc(C#N)cc1	nt	-2	1	nt	0.4	-0.4	-1	-12	0	0.8	-1.2
CCOC(=O)CN1CCc2c(C)nc3c(-c4ccc(OC)c(OC)c4)cnn3c21	1.1	1	0	0.0	-1.9	-1.9	-1	-8	9	0.0	-3.2
CCn1c(SCC(=O)N2CCOCC2)nnc1C(C)NC(=O)c1ccccc1 (centres undefined)	1.1	-2	8	-1.5	-0.5	-0.8	-1	-9	2	1.2	-2.9
COc1ccc(C(CNC(=O)CN2C(=O)NC3(CCCC3)C2=O)N(C)C)cc1 (centres undefined)	0.9	-1	-2	2.8	3.5	-0.8	4	-2	3	1.2	3.2
Cc1ccc(S(=O)(=O)NCC(=O)N(CC(=O)NC2CCCCC2)CC2CCCO2)cc1 (centres undefined)	-0.8	1	-3	-0.9	-0.1	0.0	-2	0	0	-0.5	-2.5
COc1cc(C)c(C(=O)CSc2nnc(CNC(=O)c3ccco3)n2C)cc1C	-0.6	-2	8	1.5	-2.1	-1.3	2	-1	-3	0.1	-2.1
Cc1nc(SCC(=O)NCC2CCCO2)c2cc(-c3ccccc3)sc2n1 (centres undefined)	-0.8	-1	-3	-2.0	-0.7	-2.1	-8	-47	6	0.5	-5.7
CN(C)c1ccc(C(=S)N2CCN(C(=S)Nc3ccccc3)CC2)cc1	2.1	-1	4	0.2	-0.4	0.6	-1	-1	1	0.9	0.0
CCOc1ccccc1C(=O)Nc1nnc(SCC(=O)N2CCOCC2)s1	0.7	-4	8	1.1	-1.3	-2.1	2	-7	-3	-0.7	-0.9
CC1(C(=O)NS(=O)(=O)c2ccc(Cl)s2)CCN1C(=O)c1ccccc1CCc1ccccc1 (centres undefined)	nt	-4	-43	0.3	-2.1	-1.5	0	-7	0	-1.4	2.0
O=C(CCN1C(=O)C2C3C=CC(C3)C2C1=O)N1CC(=O)N(CCc2ccccc2)C(=O)C1 (centres undefined)	0.4	1	1	-0.2	-0.5	-1.1	4	-3	2	0.1	-0.3
COc1ccccc1NC(=O)CN1CCN(c2ccccc2F)CC1	-0.3	0	-7	1.7	-2.7	-1.1	2	-6	0	-0.9	-1.6
Cc1ccccc1-c1nc(CS(=O)(=O)CC(=O)N2CCc3ccccc32)c(C)o1	0.8	-1	-4	-1.0	2.6	-0.3	-2	-8	-12	1.4	-0.8
CCOC(=O)N1CCC(Nc2cccc(SC)c2)CC1	-0.3	-3	-4	-0.4	-0.6	-1.1	-1	0	4	-0.1	1.5
CCN(CC(=O)Nc1ccc2c(c1)OCCO2)C(=O)C1CCCCC1	-0.3	-1	3	-0.8	-0.3	-1.0	1	-1	0	0.1	-2.3
O=C(c1cnn2c1NC(c1ccco1)CC2C(F)(F)F)N1CCN(c2cccc(Cl)c2)CC1 (centres undefined)	-0.5	-2	3	-4.7	-2.3	-1.6	5	-1	-5	-0.6	-1.4
CN1OC[C@@H]2CN(S(=O)(=O)c3cccc4ccccc34)[C@H](c3ccc(-c4ccccc4)cc3)C[C@@H]21	-0.3	-6	2	-5.8	-1.8	-0.8	-4	-2	-5	-0.7	-0.4
CCCC(=O)Nc1nc2c(OC)ccc(OC)c2s1	0.0	-2	4	0.2	4.3	-0.5	1	-17	4	-0.2	0.2
COC(=O)c1cn(NC(=O)Cn2nc([N+](=O)[O-])c(Br)c2C)c(=O)c2ccccc12	1.1	4	-2	0.0	2.1	-1.5	4	2	-1	-0.1	5.9
Cc1ccc(C)c(NC(=O)CSc2ncnc3nc[nH]c23)c1	-1.1	2	-22	2.2	-0.8	-1.1	3	15	-1	0.1	-2.0
CCC1(C(=O)OC)NC(c2ccco2)C2C(=O)N(c3ccc(F)cc3)C(=O)C21 (centres undefined)	2.6	-1	-2	1.0	-1.1	0.0	4	-4	-1	0.0	0.1
